Screens (PubChem BioAssay)
Eya2 phos inh – qHTS Assay for Inhibitors of the Phosphatase Activity of Eya2; Protein phosphatase EYA2 (Homo sapiens), O00167; recombinant Eya2, OMFP fluorescence dephosphorylation (OMFP is methylfluorescein phosphate); Potency, µM (highest dose often 76.9 µM), inactives show top-dose activity, negative = inhibition, most hits filed as inhibitors; actives 0.006% (n = 330,000); note: potency is the fitted concentration of half-maximal effect; % is set by controls: 0 for no effect and ±100 for the full control effect
Target sequence (O00167 whole entry, looked up): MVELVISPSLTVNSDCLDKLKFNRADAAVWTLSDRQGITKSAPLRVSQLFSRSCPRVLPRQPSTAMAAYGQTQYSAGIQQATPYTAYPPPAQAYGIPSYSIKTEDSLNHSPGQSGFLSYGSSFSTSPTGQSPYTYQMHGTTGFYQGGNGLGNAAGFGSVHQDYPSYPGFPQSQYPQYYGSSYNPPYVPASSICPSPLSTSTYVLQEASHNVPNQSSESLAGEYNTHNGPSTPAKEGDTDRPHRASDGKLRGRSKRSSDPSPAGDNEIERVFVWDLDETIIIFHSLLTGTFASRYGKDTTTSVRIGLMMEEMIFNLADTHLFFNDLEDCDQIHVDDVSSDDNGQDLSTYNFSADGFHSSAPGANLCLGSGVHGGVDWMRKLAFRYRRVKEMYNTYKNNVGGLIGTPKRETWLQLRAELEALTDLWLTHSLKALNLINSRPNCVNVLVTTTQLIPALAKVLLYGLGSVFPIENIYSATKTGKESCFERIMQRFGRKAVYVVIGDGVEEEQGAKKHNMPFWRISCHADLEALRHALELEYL
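Eya2 protein (added as 0.2 uM solution) was preincubated with compound for 10 min at ambient temperature in 50 mM HEPES pH 7.5, 50 mM NaCl, 5 uM MgCl2, 0.05% BSA, 1 mM DTT. OMFP (added at 50 uM) then reacted 10 min; fluorescence read at 485/525 nm.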
B2AR arrestin – qHTS assay of beta-arrestin-biased ligands of beta2-adrenergic receptor; Beta-2 adrenergic receptor (Homo sapiens), P07550; beta-arrestin recruitment to beta2AR, cell-based reporter; Potency, µM (doses to about 46.1 µM), inactives show at the top dose activation, most hits filed as activators; actives 0.02% (n = 330,000); AID 492947, 2010;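 note: potency is the fitted concentration of half-maximal effect; 0% = DMSO controls and full agonism = EC100 isoproterenol or metaproterenol; nearly all actives have a fitted effect of over 65% in size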
Target sequence (P07550 whole entry, looked up): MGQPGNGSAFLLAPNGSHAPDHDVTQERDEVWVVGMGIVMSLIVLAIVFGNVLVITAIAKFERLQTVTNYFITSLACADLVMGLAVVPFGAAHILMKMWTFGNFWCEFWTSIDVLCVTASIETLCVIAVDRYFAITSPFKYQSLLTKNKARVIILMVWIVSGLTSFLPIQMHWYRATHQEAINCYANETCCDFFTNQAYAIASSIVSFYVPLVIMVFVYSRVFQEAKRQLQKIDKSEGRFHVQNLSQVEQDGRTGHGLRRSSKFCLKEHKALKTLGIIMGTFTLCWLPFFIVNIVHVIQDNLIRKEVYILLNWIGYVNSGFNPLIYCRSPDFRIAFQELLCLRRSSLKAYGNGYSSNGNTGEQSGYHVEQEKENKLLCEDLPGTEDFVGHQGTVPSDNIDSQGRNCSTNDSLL
PTAP TSG101 blk – qHTS Assay for Iinhibitors of HIV-1 Budding by Blocking the Interaction of PTAP/TSG101 | 340,000 tested, under 10 active | Tumor susceptibility gene 101 protein (Homo sapiens), Q99816 | Potency, µM (highest dose often 115 µM), for inactives: at the highest dose activity change, negative = inhibition, usual class: inhibitors | Fluorescence polarization, FITC-PTAP peptide / Tsg101 binding; active = well fitted inhibition curve with a large enough effect in the main read-out, with a control signal flat, not every such curve was filed as active; inconclusive = small, poorly fitted or top-dose-only effect, or effect the other way, or a change in a side signal; inactive = no such curve, though single readings can be large or run the other way; note: potency is the fitted concentration of half-maximal effect; % of control where 0% means no effect
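Compounds were pin-transferred onto Tsg101 binding domain (10 uM final) in HEPES pH 7.5 buffer, then FITC-PTAP peptide was added at 50 nM final. After 20 min at RT, polarization reported peptide displacement across a qHTS concentration series.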
ASM inhibitor – Inhibitors of Secretory Acid Sphingomyelinase (S-ASM): qHTS. Sphingomyelin phosphodiesterase (Homo sapiens), P17405. placental ASM, HMU-PC fluorogenic substrate, 60 min. AID 504937, 2011. actives 0.006% (n = 340,000). Potency, µM (highest dose often 57.5 µM), for inactives: at the highest dose activity change, negative = inhibition, most hits filed as inhibitors; note: potency is the fitted concentration of half-maximal effect
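Fluorescence read-out (Ex 386 nm, Em 447 nm) after stopping the reaction at pH 10. Enzyme: ASM from human placenta; substrate HMU-PC0, 9 uM final; 60 min, 37 °C. Compound preincubation 10 min, ambient temperature.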
ELG1 genotox – qHTS screen for small molecules that induce genotoxicity in human embryonic kidney (HEK293T) cells expressing luciferase-tagged ELG1 | HEK293T ELG1-luciferase reporter, luminescence, 16 h | Potency, µM (series often up to 46 µM), for inactives: at the highest dose activity change, positive = activation, most hits filed as activators | actives 1.3% (n = 330,000) | AID 504466, 2011; note: potency is the fitted concentration of half-maximal effect; % of control where 0% means no effect; nearly all actives have a fitted effect of over 60% in size
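After overnight (16 hr) compound treatment at 37 °C, ELG1-luciferase HEK293T cells were lysed with ONE-Glo; luminescence quantified 30 min later at room temperature.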
TRPV1 ag – HTS Assay for Compounds that Act as Agonists of the Vanilloid Receptor 1. AID 540275, 2011. actives 0.19% (n = 320,000). activation, % at 8.33 µM. Transient receptor potential cation channel subfamily V member 1 (Homo sapiens), Q8NER1. TRPV1-expressing cells, Fluo-8 calcium influx, agonist mode; in the data active = activation above about 80%; inconclusive = between about 30% and that limit; note: 0% is about no effect
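TRPV1-expressing cells were cultured overnight at 35.5C and loaded with Fluo-8 calcium dye for 40 to 90 min at room temperature. After a 10 s baseline, compound was added and calcium influx was read kinetically for 3 min (ex 480/em 520 nm).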
uPA generation – qHTS for Inhibitors of Cell Surface uPA Generation. actives 0.31% (n = 330,000). Potency, µM (doses to about 38.3 µM), without a hit: top-dose activity change, negative = inhibition, hits mostly inhibitors. cell surface uPA generation assay, qHTS; active = well fitted inhibition curve with a large enough effect; inconclusive = small, poorly fitted or top-dose-only effect; inactive = no such curve, though single readings can be large or run the other way; tested in mouse RAW 264.7 cells; note: potency is the fitted concentration of half-maximal effect; % is set by controls: 0 for no effect and ±100 for the full control effect; nearly all actives have a fitted effect of over 55% in size
BRCA1 expr up – qHTS Assay to Identify Small Molecule Activators of BRCA1 Expression. MCF7-BRCA1-FFLuc reporter, luminescence, 48 h; response scale: scaled: vehicle 0%, 10 µM genistein 100%. Potency, µM (highest dose often 46.1 µM), inactives show at the highest dose activation, most hits filed as activators. actives 1.1% (n = 380,000); note: potency is the fitted concentration of half-maximal effect; nearly all actives have a fitted effect of over 80% in size; some results filed as inactive show a strong effect at the top dose
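MCF7-BRCA1-FFLuc cells, 2000/well in phenol-red-free MEM, attached 2 h then treated 48 h at 37 C. Luciferase luminescence read 15 min after reagent; normalized to genistein maximum activation (10microM) and DMSO, concentration-response fitted.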
Integrin act MD – qHTS for Activators of Integrin-Mediated Alleviation for Muscular Dystrophy; actives 0.064% (n = 350,000); alpha7betagal myoblasts, beta-gal FDG fluorescence, 48 h; Potency, µM (series often up to 38.3 µM), for the others: at the top dose activation, usual class: activators;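 note: potency is the fitted concentration of half-maximal effect; 100% = response of the positive control SU9516; nearly all actives have a fitted effect of over 60% in size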
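Alpha7betagal+/- myoblasts (passage 13) were plated 16-24 hr, then exposed to compounds (1:260 dilution of DMSO stock) for 48 hours at 37C. After MPER lysis, β-galactosidase reporter activity was read as FDG fluorescence (ex 480/em 540) after 30 minutes.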
USP2a inh – qHTS Assay for Inhibitors of Ubiquitin-specific Protease USP2a Using CHOP2 as the Reporter. AID 463254, 2010. USP2 core, Ub-CHOP2 coupled fluorogenic reporter, 485/531. Ubiquitin carboxyl-terminal hydrolase 2 (Homo sapiens), O75604. actives 0.01% (n = 330,000). Potency, µM (highest dose often 38.3 µM), inactives show top-dose activity change, negative = inhibition, most hits filed as inhibitors;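 note: potency is the fitted concentration of half-maximal effect; plate controls were DMSO wells for no effect and full inhibition by NEM control for full effect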
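Deubiquitinase activity read as fluorescence (485/531 nm) after Ub-CHOP2 cleavage activates the enterokinase reporter on its substrate; USP2 core 10nM, Ub-CHOP2 and substrate 25nM each, 30min compound preincubation then 60min RT; data normalized to NEM, curves fitted.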
p53 reactivation – qHTS assay for re-activators of p53 using a Luc reporter; H1299 p53-A138V BP100-luciferase reporter, luminescence, 24 h; Potency, µM (titrated, usually from 92.2 µM), without a hit: at the highest dose activity change, positive = activation, most hits filed as activators; actives 0.063% (n = 320,000); note: potency is the fitted concentration of half-maximal effect; % of control where 0% means no effect; nearly all actives have a fitted effect of over 45% in size
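H1299 (p53-null), stable ts p53-A138V + BP100-Luc; 1000 cells/well, Opti-MEM/10% FBS; cpd 4 pt, 1:5; 24 h, 37 deg C, 5% CO2; detection reagent 10 min RT; luminescence.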
* hit, by the source's call; ? = inconclusive; · = no result given; & = joins results of further samples; [ ] = remark or other dose. Unless noted, calls come from the whole dose curve; as a rule, active = well fitted curve in the direction sought with a large enough effect; inconclusive = small, poorly fitted or top-dose-only effect, or another doubt; inactive = no such curve, though single readings can be large; an effect the other way counts as inactive or inconclusive.

SMILES	Eya2 phos inh	B2AR arrestin	PTAP TSG101 blk	ASM inhibitor	ELG1 genotox	TRPV1 ag	uPA generation	BRCA1 expr up	Integrin act MD	USP2a inh	p53 reactivation
Cc1ccc(Nc2cc(-n3nc(C)cc3C)ncn2)c(C)c1	-10%	0.5%	3%	-1%	-6%	?	-5%	1%	23%	2%	-1%
CCc1nc(SCC#N)c(C#N)cc1C	-5%	0.5%	·	·	-1%	2	·	·	·	4%	-5%
CCN(CC)S(=O)(=O)c1ccc(OC)c(NC(=O)C(C)Oc2ccc3c(C)cc(=O)oc3c2)c1 (centres undefined)	-1%	-0.2%	-1%	6%	-3%	-2	-3%	-25%	-22%	0%	-6%
C(CCCN1CCCCC1)CCN1CCCCC1	·	·	-1%	3%	·	·	0%	0%	35%	·	·
C[C@]1(CC/C(=C/CO)CO)[C@H](CO)CC[C@@]23COC(=O)C2=CCC[C@@H]31	3%	-0.1%	-3%	1%	-1%	4	-11%	-15%	-23%	-1%	3%
CNC(=O)C(=O)NCC1OCCN1S(=O)(=O)c1ccc([N+](=O)[O-])cc1 (centres undefined)	-6%	0.5%	-1%	-3%	-1%	1	3%	1%	-16%	3%	2%
Cc1cc(C)c(OCCCCN2CCNCC2)c(C)c1	7%	-0.3%	-4%	1%	-4%	4	?	-6%	-50%[inhibitor]	2%	3%
CN1C(=O)[C@H]2[C@@H](c3ccc(F)cc3)N3C(=O)c4ccccc4NC(=O)[C@@]3(C)[C@H]2C1=O	2%	-0.6%	-8%	3%	2%	-3	15%	12%	-11%	-1%	·
O=C(NCc1ccc2c(c1)OCO2)C1(S(=O)(=O)c2ccccc2)CC1	-19%	-0.1%	-12%	1%	-7%	1	-4%	-15%	31%	-1%	0%
Cc1ccc(S(=O)(=O)N(C)C)cc1NC(=O)COC(=O)CN1C(=O)c2ccccc2C1=O	3%	-0.1%	-9%	2%	2%	1	-17%	3%	-1%	2%	-4%
c1coc(CNCc2cccs2)c1	2%	-1.0%	3%	4%	2%	1	1%	-1%	3%	2%	3%
CC(=O)C1=C(O)C(=O)N(CCc2c[nH]c3ccccc23)C1c1ccccc1 (centres undefined)	2%	0.5%	0%	0%	0%	3	7%	-4%	?	3%	3%
COc1ccc(CNc2ncc(-c3ccc(F)cc3)n2C)c2ccccc12	-3%	0.4%	1%	-3%	-10%	1	-1%	-64%	5%	-1%	-3%
COc1ccc(OC)c(NC(=O)Cn2c(=O)n(CC3CCCO3)c(=O)c3cc(OC)c(OC)cc32)c1 (centres undefined)	2%	-0.7%	-4%	-2%	1%	0	14%	-1%&11%	10%	-2%	·
COc1ccc(OC)c(N=C2SCCCN2C(=O)c2ccc(N3C(=O)CCC3=O)cc2)c1	-10%	-0.5%	·	·	-4%	-2	·	·	·	1%	-1%
CC(C)(C)N(Cc1ccccc1)C(=O)COC(=O)c1ccc([N+](=O)[O-])o1	8%	0.2%	0%	0%	1%	1	-6%	9%	-13%	11%	16%
COC1=C/C(=C/c2c(N)n3nc(CC(=O)N4CCCCC4)sc3nc2=O)C=CC1=O	10%	-0.3%	13%	-4%	1%	5	11%	2%	11%	3%	9%
Cc1ccc(S(=O)(=O)N2CCN(C(=O)c3ccc(-n4cncn4)c([N+](=O)[O-])c3)CC2)cc1C	-5%	0.1%	0%	-2%	1%	-2	-4%	-30%	6%	0%	9%
CC(=O)NNc1ccc(C(F)(F)F)cc1[N+](=O)[O-]	-3%	-0.1%	-5%	-2%	1%	1	5%	9%	20%	1%	-2%
COc1ccccc1NC(=O)NCC1(N(C)C)CCCCC1	-21%	-0.2%	0%	3%	4%	1	6%	1%	?	-1%	1%
Cc1cc(C)cc(C(=O)Nc2c3c(nn2C(C)(C)C)CS(=O)(=O)C3)c1	3%	-0.4%	-7%	2%	2%	0	3%	1%	?	0%	-6%
O=C1CSC(c2ccccn2)N1c1ccc2ccccc2c1 (centres undefined)	-4%	0.2%	-7%	4%	0%	-6	1%	8%[1.84 µM]	0%	1%	-4%
CC(C)(C)c1ccc(N=C2SCC(=O)N2Cc2cccs2)cc1	-8%	-0.1%	1%	5%	?	4	6%	6%	-61%[inhibitor]	2%	10%
CN(CC(=O)Nc1ccccc1C(F)(F)F)CC(=O)N1CCCCCC1	4%	0.0%	-4%	1%	1%	-2	-9%	-1%	0%	0%	3%
COc1ccc2c(=O)c(-c3ccccc3)c(C)oc2c1	-21%	0.8%	-2%	3%	?	2	-8%	?	31%	0%	?
COc1cccc2c(Cl)c(CCCl)c(C)nc12	-8%	-0.3%	-4%	-2%	-8%	5	-9%	8%	-6%	-1%	2%
CC(=O)c1ccc2c(c1)C1C=CCC1C(c1ccncc1)N2 (centres undefined)	12%	-0.1%	-7%	-4%	5%	0	-1%	56%	-5%	-2%	28%
CC(C)N1C(=O)C2C(c3ccccc3O)NC(C)(C(=O)O)C2C1=O (centres undefined)	-4%	0.0%	-2%	1%	1%	-1	3%	-3%	2%	5%	7%
Cc1c(C(=O)N2CCOCC2)c(S(=O)(=O)Nc2ccc(Br)cc2F)c(C)n1C	2%	-0.8%	-4%	14%	0%	-2	-1%	-5%	?	2%	-1%
O=C(OCCN(C1=NS(=O)(=O)c2ccccc21)c1ccccc1Cl)c1ccc(Cl)cc1	-9%	0.0%	-11%	-3%	-10%	4	·	-22%	-31%[inhibitor]	2%	-4%
O=C(Nc1cnn(Cc2ccc(F)cc2)c1)C(c1ccccc1)c1ccccc1	-2%	-0.3%	-3%	-4%	-6%	6	6%	-67%	-24%	1%	-2%
O=C(CS(=O)(=O)c1ccccc1)NCc1ccc(Cl)cc1	2%	0.1%	0%	-1%	0%	2	?	10%	-11%	1%	3%
COc1cc(C2Nc3ccc4ncccc4c3C3=C2C(=O)CC(C)(C)C3)cc(OC)c1O (centres undefined)	-10%	-0.5%	-8%	16%	?	1	·	-34%	-44%	8%	-6%
CCCC[n+]1c(C)sc2ccc(C)cc21	9%	-0.5%	-6%	7%	-1%	3	10%	-8%	-21%	0%	6%
CCOC(=O)/C(C#N)=C/c1cc2cc(C)c(C)cc2nc1Cl	2%	-0.3%	-4%	19%	9%	11	-5%	61%	-16%	0%	15%
CCn1c(SCC(=O)N2CCCCCC2)nc2c([nH]c3ccccc32)c1=O	-3%	0.1%	0%	1%	8%	1	3%	-27%	0%	3%	-3%
O=C(CN1CCN(c2ccccn2)CC1)NCc1cccs1	-5%	0.1%	-9%	6%	-2%	0	-1%	-2%	9%	0%	6%
c1ccc(-c2nc3cc4ccccc4cc3[nH]2)nc1	2%	-0.1%	-5%	0%	0.23µM*	?	-13%	-53%	9%	0%	-2%
CCc1ccc(NCCC(=O)c2ccc(Cl)cc2)cc1	-2%	-1.3%	-2%	-3%	1%	5	-10%	9%	-16%	-5%	1%
CCN(C[C@H]1N[C@@](Cc2ccccc2)(C(=O)OC)[C@H]2C(=O)N(Cc3ccccc3)C(=O)[C@@H]12)S(=O)(=O)c1ccc(F)cc1	-3%	-0.8%	-2%	2%	-3%	·	4%	0%	10%	-3%	-4%
COC(=O)c1cc(NC(=O)C23CCC(C)(C(=O)O2)C3(C)C)cc(C(=O)OC)c1 (centres undefined)	-13%	-0.2%	-3%	0%	1%	-1	6%	-11%	3%	2%	-9%
Cc1cccc2cc(/C=N/NC(=O)c3ccncc3)c(Cl)nc12	-20%	-0.8%	-11%	0%	-1%	?	5%	3%	0%	-1%	-4%
COC(=O)CC(=O)N1CCN(c2ccc(Cl)c(Cl)c2)CC1	-18%	-0.2%	0%	3%	-9%	6	3%	2%	-15%	3%	-2%

Compounds were not picked by outcome. About 2.6% of those tested had a hit in this group.
